LYPLA2 counter: counter-screen for PME1 inhibitors: inhibitors of human LYPLA2; inhibition, % at 5.9 µM; 320,000 compounds, 0.38% hits; recombinant LYPLA2, FP-Rh probe fluorescence polarization; O95372;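 active = inhibition above the screen-wide mean plus 3 SD, limit set per campaign, cut at about 26% in these data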;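 note: 0% = LYPLA2 with DMSO and 100% = wells lacking LYPLA2 enzyme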
Target sequence (O95372 whole entry, looked up): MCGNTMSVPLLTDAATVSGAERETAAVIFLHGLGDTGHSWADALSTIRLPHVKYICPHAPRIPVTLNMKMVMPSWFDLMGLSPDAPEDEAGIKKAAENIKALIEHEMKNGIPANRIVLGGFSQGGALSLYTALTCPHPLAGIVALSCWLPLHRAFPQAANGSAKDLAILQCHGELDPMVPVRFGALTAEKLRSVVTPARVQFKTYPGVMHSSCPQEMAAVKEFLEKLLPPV
ZTA DNA inh: blocks Epstein-Barr virus ZTA, an EBNA-1 counter-screen; ZTA-DNA binding, fluorescence polarization; 320,000 compounds, 0.15% hits; AID 2234; P03206; inhibition, % at 11 µM; in the data active = inhibition above about 33%
Target sequence (P03206 whole entry, looked up): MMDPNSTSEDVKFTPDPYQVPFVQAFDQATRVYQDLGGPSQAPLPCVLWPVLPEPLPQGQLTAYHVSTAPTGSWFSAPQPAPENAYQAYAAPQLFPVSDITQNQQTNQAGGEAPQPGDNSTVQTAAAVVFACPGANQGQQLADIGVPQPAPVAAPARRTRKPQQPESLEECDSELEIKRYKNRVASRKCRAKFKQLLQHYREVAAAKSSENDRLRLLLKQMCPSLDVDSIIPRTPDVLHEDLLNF
LYPLA1 inh: counter-screen for PME1 inhibitors: inhibitors of human LYPLA1; O75608; recombinant LYPLA1, FP-Rh probe fluorescence polarization; inhibition, % at 5.9 µM; 320,000 compounds, 0.16% hits; AID 2174;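 active = inhibition above the mean of all tested compounds plus 3 SD, set per campaign, cut at about 14% in these data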;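 note: inhibitors block serine hydrolase probe labeling of LYPLA1 so polarization falls; 0% = enzyme with DMSO and 100% = wells lacking LYPLA1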
Target sequence (O75608 whole entry, looked up): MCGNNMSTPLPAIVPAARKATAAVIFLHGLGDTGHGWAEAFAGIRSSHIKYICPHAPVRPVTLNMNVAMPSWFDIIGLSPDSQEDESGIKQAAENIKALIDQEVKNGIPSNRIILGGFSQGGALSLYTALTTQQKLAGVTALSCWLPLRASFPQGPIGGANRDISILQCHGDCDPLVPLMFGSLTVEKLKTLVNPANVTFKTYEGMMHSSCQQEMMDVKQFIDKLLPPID
PAFAH1B3 FP inh: PAFAH1B3 (human) inhibition | 340,000 compounds, 0.28% hits | recombinant PAFAH1B3, FP-rhodamine probe, fluorescence polarization | AID 492972 | Q15102 | inhibition, % at 3.39 µM;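 active = inhibition above the screen-wide average of all tested compounds plus 3 SD, cut at about 25% in these data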;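 note: 0% = enzyme with DMSO only and 100% = wells lacking PAFAH1B3 protein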
PREPL inhibitor: inhibits the human prolyl oligopeptidase-like enzyme; recombinant PREPL, fluorescence polarization activity-based probe; inhibition, % at 5.96 µM; 320,000 compounds, 0.68% hits; in the data active = inhibition above about 43%;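 note: 0% = enzyme with DMSO and 100% = wells lacking enzyme; many of its hits are not listed in these tables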
PAFAH2 FP inh: PAFAH2 (human) inhibition. inhibition, % at 3.39 µM. 340,000 compounds, 0.99% hits. recombinant PAFAH2, FP-rhodamine activity probe, fluorescence polarization;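 active = inhibition above the mean over all tested compounds plus 3 SD, cut at about 30% in these data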;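 note: inhibitors block probe labeling of enzyme so polarization drops; 0% = enzyme with DMSO and 100% = wells lacking PAFAH2 protein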
EBNA-1 inhibitor: blocks EBNA-1 binding to DNA; 300,000 compounds, 0.34% hits; inhibition, % at 14.8 µM; AID 1950; EBNA-1 DNA binding, fluorescence polarization; in the data active = inhibition above about 28%
GSTO1 counter: GSTO1 inhibition, counter-screen for RBBP9 inhibitors; P78417; recombinant GSTO1, activity-based probe fluorescence polarization; inhibition, % at 5.96 µM; 300,000 compounds, 1.1% hits;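 active = inhibition above the campaign mean inhibition plus 3 SD, cut at about 35% in these data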;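 note: 0% = GSTO1-1 with DMSO and 100% = wells lacking GSTO1-1 enzyme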
Target sequence (P78417 whole entry, looked up): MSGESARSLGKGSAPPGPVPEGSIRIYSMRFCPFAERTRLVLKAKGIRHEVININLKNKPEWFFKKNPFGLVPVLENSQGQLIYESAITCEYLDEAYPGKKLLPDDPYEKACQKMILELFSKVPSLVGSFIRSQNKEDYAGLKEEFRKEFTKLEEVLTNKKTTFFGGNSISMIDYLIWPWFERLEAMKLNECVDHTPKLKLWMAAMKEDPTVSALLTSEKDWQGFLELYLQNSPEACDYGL
PAD4 FP inh: inhibitors of human PAD4. recombinant PAD4, RCA probe fluorescence polarization. 330,000 compounds, 0.41% hits. inhibition, % at 6.36 µM. AID 485272. Q9UM07;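 active = percent inhibition above a cutoff equal to the mean of all tested compounds plus 3 SD, cut at about 15% in these data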;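 note: 0% = PAD4 with RCA probe and DMSO and 100% = probe without PAD4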
An asterisk follows results filed as active; . = no result given.

SMILES	LYPLA2 counter	ZTA DNA inh	LYPLA1 inh	PAFAH1B3 FP inh	PREPL inhibitor	PAFAH2 FP inh	EBNA-1 inhibitor	GSTO1 counter	PAD4 FP inh
COc1ccc(-c2noc(CSc3nc(-c4ccccc4)cc(=O)[nH]3)n2)cc1OC	1.5	20.8	2.2	5.2	-2.7	0.5	0.4	-24.6	-2.9
CCc1ccc2nc(SCC(=O)Nc3ccccc3N3CCOCC3)c(C#N)cc2c1	1.5	-12.0	-3.1	8.7	-5.2	3.5	2.8	5.7	-6.0
COc1ccc(CNC(=O)CC2C(=O)NCCN2CC(C)(C)C)c(OC)c1 (stereo unspecified)	2.6	-10.3	-1.1	5.5	5.5	-4.4	2.5	5.2	-3.8
Cc1ccc(C)c(NC(=O)COC(=O)CCNC(=O)c2ccco2)c1	-0.5	5.8	-3.5	2.7	-2.7	5.8	.	.	1.5
Cc1ccccc1CSCC(=O)NCCSc1ccccn1	2.4	19.5	-1.0	9.2	-6.0	-0.4	13.1	6.5	1.1
CCC(=O)NCCc1nc2cc(NC(=O)c3ccccc3OC)ccc2n1C	1.6	6.8	0.6	14.3	-3.0	2.9	14.1	8.8	1.5
C=CCN=Cc1c(C)[nH]n(-c2ccccc2)c1=O	1.3	-6.4	0.8	6.2	5.9	4.2	-2.0	6.5	0.4
N#Cc1ccccc1NC(=O)c1cc(=O)c2ccccc2o1	10.9	-4.0	1.7	8.7	15.7	4.7	2.4	-2.0	3.4
COc1ccc(N2CCN(C(=O)COC(=O)c3ccc(OC(F)F)cc3)CC2)cc1	6.1	16.0	1.1	4.9	7.0	-0.6	.	.	4.5
O=C(Nc1nnc(-c2ccco2)s1)C1CC1	-1.5	6.9	-3.0	6.2	-3.6	6.9	9.9	-4.2	-6.6
N#CC1=C(c2ccc(-c3ccccc3)cc2)COC1=O	-11.7	5.5	-8.7	2.5	-40.0	2.2	3.5	-3.2	-11.8
CCOC(=O)c1c(C)[n+]([O-])c2ccc3c(non3O)c12	-0.9	-6.0	2.9	5.3	5.8	5.3	1.6	0.0	-2.6
CCc1ccc(/C(C)=N/NC(=O)c2c[nH]c3ccccc23)s1	0.3	0.2	-2.2	-2.8	9.6	3.3	4.6	-0.2	3.0
COc1cccc(C2CC(c3cccs3)=NN2C(=S)Nc2ccccc2)c1OC (stereo unspecified)	-3.2	-15.7	-6.3	-1.9	1.5	-6.4	-9.9	-4.8	-1.5
CC(NC(=O)C1CCCN(S(=O)(=O)N2CCOCC2)C1)c1ccccc1 (stereo unspecified)	7.4	-7.2	1.4	7.2	2.5	2.8	-5.9	-4.5	-3.2
CCOc1cc(/C=C\c2nc(O)c([N+](=O)[O-])c(=O)[nH]2)ccc1OC(C)C	2.4	8.1	1.2	8.6	12.5	2.6	-10.5	-5.0	0.1
CCC1(c2ccc(F)cc2)NC(=O)N(CC(=O)Nc2ccc(-c3nc4ccc(C)cc4s3)cc2)C1=O (stereo unspecified)	-83.9	7.4	-47.2	-34.5	-32.1	-72.8	2.5	-36.0	-8.2
O=C(CSc1nnc(Cn2c(=O)sc3ccccc32)n1CCc1ccccc1)N1CCCC1	-1.2	5.3	0.1	2.4	6.9	-4.0	-3.0	6.5	3.0
Cc1cccc(-c2nnc(SCC#N)n2C)c1	-0.2	-6.1	-1.0	2.5	-10.3	1.7	-2.2	0.6	2.1
CC1Sc2ccc(C(=O)Nc3ccccc3OC(F)F)cc2NC1=O (stereo unspecified)	4.8	17.6	3.2	7.5	7.5	3.7	7.0	-7.5	2.7
C=CCNC(=O)C(=O)c1c(-c2ccccc2)[nH]c2ccccc12	-1.0	16.8	0.2	-3.9	-14.3	-11.4	5.1	1.0	-2.7
COc1ccc(CCC(=O)NCCOc2ccc(Cl)cc2)cc1	9.0	-5.1	2.2	2.5	-4.7	1.5	3.2	20.3	0.8
COc1ccc(CSc2nc(N3CCOCC3)c3c(c2C#N)CC(C)(C)OC3)cc1	11.9	3.1	3.1	1.2	5.5	4.0	-11.2	-8.9	5.4
COc1cccc(NC(=S)NNC(=O)C(C)n2nc(C)c([N+](=O)[O-])c2C)c1 (stereo unspecified)	-5.6	6.2	-1.2	7.6	8.6	-2.6	9.7	2.1	0.0
C/C(CCc1ccc2c(c1)OCO2)=N\N=C(/N)SC1CC(=O)N(c2ccccc2F)C1=O (stereo unspecified)	2.2	15.6	-1.4	1.7	3.2	6.1	-3.9	3.3	-0.2
COc1ccc(CN(CC(=O)NCc2ccccc2)C(=O)CCC(=O)Nc2ccccn2)cc1	-8.7	14.5	1.0	14.0	10.0	-3.5	-11.8	-1.0	-0.5
COc1ccc(C2C(=O)N(C3CCCCC3)CC(=O)N2CCc2ccccc2)cc1OC (stereo unspecified)	6.5	3.7	-0.2	8.1	-2.7	0.4	7.9	7.3	-3.4
COc1ccc(C2=C(N)c3ccccc3C2=O)cc1	1.4	1.9	-0.3	7.3	11.4	9.1	-7.7	-1.4	-3.8
COCCn1c(=O)[nH]c2cc(C(=O)NC3CCCCCC3)ccc2c1=O	-1.3	14.7	-0.9	-3.9	-1.8	6.5	-4.1	-1.1	-2.8
Cc1cccc(C)c1NC(=O)CC1SC2=NCCN2C1=O (stereo unspecified)	9.2	4.9	-1.3	-1.7	0.2	6.5	15.5	3.7	0.6
Cc1c(C=O)c2ccccc2n1CC(=O)NC(C)c1ccccc1 (stereo unspecified)	-9.3	9.1	-2.2	12.2	-13.6	-3.7	3.0	0.4	-2.0
CCCn1c(=O)[nH]c(=O)c2c1nc(-c1ccc(OC(F)(F)C(F)C(F)(F)F)cc1)n2CCOC (stereo unspecified)	10.9	-20.6	-2.2	3.1	8.5	-4.4	-2.1	17.8	0.5
COCCN(C(=O)CCC(=O)Nc1ccccn1)C(C(=O)NC(C)C)c1ccc(C)cc1 (stereo unspecified)	-7.5	-8.7	0.3	5.6	3.4	15.1	-5.3	6.2	-3.6
O=C(CCCSc1nnc(-c2cccs2)n1CC1CCCO1)c1ccccc1 (stereo unspecified)	-6.1	15.0	-1.1	-0.3	8.7	4.1	18.2	-2.0	1.0
Cn1c(SCC(=O)NNC(=O)Cc2ccccc2)nnc1-c1ccccc1	5.3	5.1	-1.1	8.2	-0.2	8.7	2.4	-0.5	-0.5
O=C(NC12CC3CC(CC(C3)C1)C2)N1CCC(n2nnc3ccccc32)CC1	9.7	-4.2	0.6	8.6	-7.1	-7.3	-9.8	0.3	-2.8
Cc1cc(S(=O)(=O)Nc2nc(CN3CCOCC3)nc3sc4c(c23)CCC4)ccc1F	.	.	.	5.7	11.2	2.2	.	.	-5.0
COc1ccc(CCC(=O)Nc2ccc(C)c(S(=O)(=O)N(C)C)c2)cc1OC	0.3	11.4	0.2	1.6	4.1	-2.9	6.4	4.3	2.8
CCOc1ccccc1-n1c(SCC(N)=O)nc2ccccc2c1=O	-3.0	-13.2	-1.3	7.0	18.8	1.8	-11.0	8.3	2.0
Fc1ccc(NC(=S)N2CCN(c3ccccn3)CC2)cc1Cl	-3.2	-13.2	-0.7	4.5	-23.8	0.4	-2.2	-0.2	1.4
Nc1ncnc2sc3c(c12)CCNC3	-3.6	-4.9	3.1	-2.0	-5.8	8.1	-25.4	-9.7	-3.1
COc1cc2ccccc2cc1C(=O)Nc1ccc(C)cn1	0.0	3.5	0.3	-1.4	1.3	-2.8	6.9	-2.0	-4.1
COc1ccc(NC(=O)CNC(c2ccccc2)c2ccccc2)cc1	1.9	-10.3	4.2	-5.9	0.5	-3.7	-10.7	8.8	1.6
COc1cccc(N=c2oc3ccc(OC)cc3cc2-c2nc3ccccc3[nH]2)c1	4.7	1.2	0.5	5.1	10.5	5.7	-9.1	-7.4	-5.7
O=C(NCc1cccnc1)c1cc(Cl)ccc1[N+](=O)[O-]	5.3	-1.7	2.1	7.7	-8.5	-4.0	-6.0	-4.1	-4.6
O=C(O)Cc1c(C(=O)O)[nH]c2ccc(C(=O)O)cc12	6.6	-12.9	3.5	10.2	-7.0	-5.6	-3.5	-1.4	-2.9
CN(C)S(=O)(=O)c1ccc(NC(=O)CN2CCN(c3ccccn3)CC2)cc1	-3.5	9.6	2.2	10.5	-2.8	7.8	8.4	4.2	1.5
COc1ccc(CNC(=O)C2CCN(C(=O)c3ccc(-c4ccccc4)cc3)CC2)cc1	19.3	-1.0	-1.1	5.3	0.2	0.7	-8.2	3.3	-5.5
CCOC(=O)Cc1c(C)nc2cc(-c3ccc(Cl)cc3)[nH]n2c1=O	0.1	8.8	-0.1	8.7	30.3	3.3	4.0	6.7	-1.3
Cc1cc(=O)oc(C)c1C(=O)n1nc(C)c2c1C[C@@H]1[C@H]2C1(C)C	-0.8	9.5	0.5	3.8	7.9	4.2	-8.5	3.0	-2.3
CCOc1ccccc1/C=N/Nc1ccccc1[N+](=O)[O-]	3.1	-16.8	-1.5	2.6	0.6	-3.6	-2.5	-1.3	-1.2
O=C(Nc1ccc(Nc2ccccc2)cc1)c1cccc(F)c1	2.3	-3.7	-3.7	18.6	19.8	-1.0	1.2	-5.6	1.6
Cc1cc(C)nc(-n2nc(C)cc2NC(=O)C(C)C)n1	-0.7	-3.0	-3.1	8.1	-3.1	0.0	-6.9	-6.0	-3.5
O=C(CCc1ccccc1)N1CCN(S(=O)(=O)c2cccs2)CC1	-0.7	10.7	-0.2	3.9	8.0	-7.0	1.1	-3.1	1.3
COc1cc(NS(=O)(=O)c2ccc(N/C=C\C(=O)c3ccc(C)cc3)cc2)nc(OC)n1	4.4	22.0	-0.7	6.0	-3.8	-4.0	15.1	-4.0	4.2
Cc1nnc(SCC(=O)N2CC(=O)Nc3ccccc32)n1Cc1ccccc1	4.6	3.2	-1.0	-1.2	-1.4	2.6	8.9	6.2	-1.1
CCOC(=O)c1sc2nc3c(cc2c1N)C(=O)CC(C)(C)C3	0.8	-0.8	0.4	-2.8	-2.5	-0.4	-20.1	-1.2	-3.9
Cc1ccccc1C([O-])=Nc1ccc[n+](-c2nc3ccccc3nc2NS(=O)(=O)c2ccccc2)c1	0.8	-12.3	-1.5	.	7.3	.	-11.4	14.5	-3.9
O=C(CC1(O)C(=O)N(C/C=C/c2ccccc2)c2ccccc21)c1ccccn1 (stereo unspecified)	1.8	0.9	-3.3	2.2	12.3	3.4	-3.9	-8.2	0.3
CN(C)c1ccc(C(=O)/C=C/c2ccc(Br)cc2)cc1	6.0	1.2	6.5	-2.1	17.3	0.6	3.1	7.2	-1.8

For reference, 4 of the compounds above:
SMILES	LYPLA2 counter	ZTA DNA inh	LYPLA1 inh	PAFAH1B3 FP inh	PREPL inhibitor	PAFAH2 FP inh	EBNA-1 inhibitor	GSTO1 counter	PAD4 FP inh
CCOC(=O)c1sc2nc3c(cc2c1N)C(=O)CC(C)(C)C3	0.8	-0.8	0.4	-2.8	-2.5	-0.4	-20.1	-1.2	-3.9
Cc1ccccc1C([O-])=Nc1ccc[n+](-c2nc3ccccc3nc2NS(=O)(=O)c2ccccc2)c1	0.8	-12.3	-1.5	.	7.3	.	-11.4	14.5	-3.9
O=C(CC1(O)C(=O)N(C/C=C/c2ccccc2)c2ccccc21)c1ccccn1 (stereo unspecified)	1.8	0.9	-3.3	2.2	12.3	3.4	-3.9	-8.2	0.3
CN(C)c1ccc(C(=O)/C=C/c2ccc(Br)cc2)cc1	6.0	1.2	6.5	-2.1	17.3	0.6	3.1	7.2	-1.8

Some of these compounds in order of their number in PAFAH1B3 FP inh, falling.
mol | PAFAH1B3 FP inh
CC1Sc2ccc(C(=O)Nc3ccccc3OC(F)F)cc2NC1=O (stereo unspecified) | 7.5
O=C(CC1(O)C(=O)N(C/C=C/c2ccccc2)c2ccccc21)c1ccccn1 (stereo unspecified) | 2.2
COCCn1c(=O)[nH]c2cc(C(=O)NC3CCCCCC3)ccc2c1=O | -3.9

Some of the compounds tested; rates above refer to the full screens.
